Source: PubChem
MCL1 BIM primary: disrupts human MCL1 binding to BIM-BH3 peptide. Q07820. GST-MCL1 / FITC-Bim-BH3 fluorescence polarization. inhibition, % at 10.9 µM. 320,000 tested, 0.68% active;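 active = inhibition above the mean inhibition of all tested compounds plus 3 SD, set per campaign, cut at about 40% in these data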;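 also: 0% = DMSO wells and 100% = unlabeled Bim-BH3 peptide control; higher means more loss of mP so more displacement of Bim peptide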
GSTO1 counter: counter-screen for RBBP9 inhibitors: inhibitors of human GSTO1; 300,000 tested, 1.1% active; recombinant GSTO1, activity-based probe fluorescence polarization; inhibition, % at 5.96 µM; P78417; AID 1974;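 active = inhibition above the campaign mean inhibition plus 3 SD, cut at about 35% in these data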;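 also: 0% = GSTO1-1 with DMSO and 100% = wells lacking GSTO1-1 enzyme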
Bcl-xL primary: inhibitors of human Bcl-xL. inhibition, % at 10.9 µM. GST-Bcl-xL / FITC-Bim BH3 peptide fluorescence polarization. 320,000 tested, 0.7% active. AID 2129;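 active = inhibition above the mean of all tested compounds plus 3 SD, cutoff set per campaign, cut at about 30% in these data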;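 also: 0% = DMSO wells and 100% = unlabeled Bim-BH3 peptide competitor; inhibitors lower millipolarization by displacing the labeled peptide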
Target sequence (Q07817 whole entry, looked up): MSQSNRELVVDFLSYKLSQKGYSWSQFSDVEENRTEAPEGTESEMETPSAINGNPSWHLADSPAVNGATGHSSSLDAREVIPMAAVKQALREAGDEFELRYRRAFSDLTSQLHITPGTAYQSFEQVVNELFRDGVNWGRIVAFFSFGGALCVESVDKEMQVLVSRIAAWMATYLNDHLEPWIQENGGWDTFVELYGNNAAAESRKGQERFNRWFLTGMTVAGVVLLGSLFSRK
MEX-5 binding: C. elegans MEX-5 TCR-2 RNA binding activity; MEX-5/FITC-TCR2 RNA binding, fluorescence polarization; stronger effect = lower value; activity score (negative = inhibition of binding), % at 10 µM; 300,000 tested, 0.38% active; AID 1832;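 active = inhibition past about -25% in most replicates, and total fluorescence under double the plate's negative control median, limit read from the data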;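 also: 0% = DMSO and -100% = 5 µM competing unlabeled TCR2 RNA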
Target sequence (Q9XUB2 whole entry, looked up): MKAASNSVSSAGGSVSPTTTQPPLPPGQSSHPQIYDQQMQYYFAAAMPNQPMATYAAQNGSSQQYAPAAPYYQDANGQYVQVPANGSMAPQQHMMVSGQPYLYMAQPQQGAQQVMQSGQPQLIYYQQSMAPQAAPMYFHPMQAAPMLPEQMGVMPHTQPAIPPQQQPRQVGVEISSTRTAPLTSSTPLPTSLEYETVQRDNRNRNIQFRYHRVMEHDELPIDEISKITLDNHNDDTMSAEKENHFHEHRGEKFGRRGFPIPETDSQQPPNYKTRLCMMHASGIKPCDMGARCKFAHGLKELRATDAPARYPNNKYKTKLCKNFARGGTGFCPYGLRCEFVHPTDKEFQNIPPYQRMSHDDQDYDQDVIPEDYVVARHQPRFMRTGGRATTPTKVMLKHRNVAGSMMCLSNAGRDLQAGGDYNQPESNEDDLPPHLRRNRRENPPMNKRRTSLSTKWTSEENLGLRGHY
PAD4 inh: inhibitors of human PAD4; recombinant PAD4, RCA probe fluorescence polarization; inhibition, % at 6.36 µM; 330,000 tested, 0.41% active;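 active = percent inhibition above a cutoff equal to the mean of all tested compounds plus 3 SD, cut at about 15% in these data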;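 also: 0% = PAD4 with RCA probe and DMSO and 100% = probe without PAD4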
Fam108B inh: Fam108B inhibition, counter-screen for RBBP9 inhibitors; AID 1947; 300,000 tested, 0.33% active; recombinant Fam108B, FP-Rh probe fluorescence polarization; inhibition, % at 9.51 µM;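 active = inhibition above the screen mean inhibition plus 3 SD, computed separately per campaign, cut at about 18% in these data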;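 also: inhibitors lower polarization as less probe binds the enzyme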
TPT1 inh: C. albicans TPT1 enzyme inhibition; recombinant caTPT1, FP RNA substrate dephosphorylation; inhibition, % at 5 µM; 300,000 tested, 0.81% active;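 active = inhibition above the mean of all tested compounds plus 3 SD, set per screening campaign, cut at about 24% in these data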;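 also: plate controls were DMSO alone for no effect and ferristatin control at 100 nM for full effect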
PME-1 primary: blocks human protein phosphatase methylesterase 1; Q9Y570; inhibition, % at 5.9 µM; recombinant PME-1, FP-Rh probe fluorescence polarization; AID 2130; 320,000 tested, 0.53% active;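 active = inhibition above the campaign mean of all compounds plus 3 SD, cut at about 26% in these data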;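 also: competitive labeling of PME-1 active site by serine hydrolase directed probe; 0% = PME-1 with DMSO and 100% = wells lacking PME-1 enzyme; inhibitors block probe labeling so polarization falls and inhibition rises; many of its hits are not listed in these tables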
Target sequence (Q9Y570 whole entry, looked up): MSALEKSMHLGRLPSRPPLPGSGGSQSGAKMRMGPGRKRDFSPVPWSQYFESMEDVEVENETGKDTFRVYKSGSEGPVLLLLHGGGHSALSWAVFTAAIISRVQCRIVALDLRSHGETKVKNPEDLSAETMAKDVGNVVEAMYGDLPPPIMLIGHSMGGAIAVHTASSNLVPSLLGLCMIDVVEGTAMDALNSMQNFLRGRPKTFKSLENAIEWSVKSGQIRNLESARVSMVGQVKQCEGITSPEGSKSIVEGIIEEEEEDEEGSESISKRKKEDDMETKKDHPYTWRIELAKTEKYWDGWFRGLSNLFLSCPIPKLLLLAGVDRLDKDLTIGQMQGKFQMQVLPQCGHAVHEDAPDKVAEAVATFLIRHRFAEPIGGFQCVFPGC
GLD-1 TGE inh: GLD-1-TGE RNA interaction inhibition (C. elegans); Q17339; purified GLD-1 + fluorescein TGE RNA, fluorescence polarization; inhibition, % at 5.96 µM; 320,000 tested, 0.44% active; AID 2280;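 active = percent inhibition above a per-plate cutoff, the plate mean of test compounds plus 3 SD, cut at about 30% in these data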;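 also: 0% = DMSO wells with GLD-1 and probe and 100% = wells lacking GLD-1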
* hit, by the source's call. This is a subset; the hit share may differ from the screen's.

For COc1ccc(CCNC(=O)/C(C#N)=C/c2ccc(OCC(=O)NCC3CCCO3)cc2)cc1OC (configuration not stated) the results were MCL1 BIM primary 2, GSTO1 counter -3, Bcl-xL primary 0, MEX-5 binding -1.2, PAD4 inh -8, Fam108B inh 3, TPT1 inh 4, PME-1 primary -2 and GLD-1 TGE inh 7.
Cn1ncc(Br)c1C(=O)N1CCCC1 was read as MCL1 BIM primary 2, GSTO1 counter -4, Bcl-xL primary 5, MEX-5 binding 2.9, PAD4 inh -4, Fam108B inh -1, TPT1 inh -2, PME-1 primary -2 and GLD-1 TGE inh 2.
Cc1cc2nc(-c3cccc(NC(=O)c4ccc(Br)o4)c3C)oc2cc1C was read as MCL1 BIM primary 0, GSTO1 counter -4, Bcl-xL primary 0, MEX-5 binding 0.9, PAD4 inh 6, Fam108B inh -16, TPT1 inh -1, PME-1 primary -26 and GLD-1 TGE inh 7.
CN(C)/C=N/c1c(C#N)cnn1-c1ccccc1 was read as MCL1 BIM primary 4, GSTO1 counter 4, Bcl-xL primary 3, MEX-5 binding 0.7, PAD4 inh 1, Fam108B inh 1, TPT1 inh -2, PME-1 primary 2 and GLD-1 TGE inh 2.
Screening Cc1c(N2C(=O)c3cccc4cccc(c34)C2=O)cnn1C returned MCL1 BIM primary 2, GSTO1 counter 17, Bcl-xL primary 11, MEX-5 binding 1.1, PAD4 inh -1, Fam108B inh 0, TPT1 inh -4, PME-1 primary -3 and GLD-1 TGE inh -2.
For O=C(O)c1c(C(=O)O)c(-c2ccc(F)cc2)n2c1CCC2 the results were MCL1 BIM primary 3, GSTO1 counter -1, Bcl-xL primary 1, MEX-5 binding -0.8, PAD4 inh 1, Fam108B inh 4, TPT1 inh -1, PME-1 primary 4 and GLD-1 TGE inh 3.
Screening C#CCNC(=O)C(C)c1ncc(C(F)(F)F)cc1Cl (configuration not stated) returned MCL1 BIM primary -11, GSTO1 counter 5, Bcl-xL primary -1, MEX-5 binding -6.2, PAD4 inh -3, Fam108B inh 0, TPT1 inh -1, PME-1 primary 0 and GLD-1 TGE inh -12.
Screening Cc1sc2ncn(CC(=O)N3CCCC(C)C3)c(=O)c2c1S(=O)(=O)N1CCCCC1 (configuration not stated) returned MCL1 BIM primary 9, GSTO1 counter 13, Bcl-xL primary 8, MEX-5 binding 0.3, PAD4 inh -6, Fam108B inh -4, TPT1 inh 1, PME-1 primary -2 and GLD-1 TGE inh 1.
Screening CC(C)C(=O)Nc1cccc(C(=O)Nc2ccc(S(=O)(=O)Nc3nccs3)cc2)c1 returned MCL1 BIM primary 0, GSTO1 counter 3, Bcl-xL primary 4, MEX-5 binding 1.1, PAD4 inh 1, Fam108B inh 0, TPT1 inh -1, PME-1 primary 1 and GLD-1 TGE inh 2.
Screening Cc1nn(-c2ccccc2)c2nc(C(F)F)cc(C(F)F)c12 returned MCL1 BIM primary 6, Bcl-xL primary 3, PAD4 inh 3, PME-1 primary 6 and GLD-1 TGE inh -1.
`CCOC(=O)N1CCN(C(=O)c2ccc3c(=O)n(Cc4ccccc4)c(=S)[nH]c3c2)CC1` gave MCL1 BIM primary -5, GSTO1 counter 2, Bcl-xL primary -7, MEX-5 binding -2.0, PAD4 inh -5, Fam108B inh -4, TPT1 inh -5, PME-1 primary -5 and GLD-1 TGE inh 2.
CCc1c(C)nc2c(C#N)c(C)[nH]n2c1=O was read as MCL1 BIM primary -4, GSTO1 counter -9, Bcl-xL primary 3, MEX-5 binding -0.2, PAD4 inh 4, Fam108B inh 1, TPT1 inh -1, PME-1 primary -2 and GLD-1 TGE inh 3.
Screening CCC(CC)C1=NN2C(=N)/C(=C\c3cc(C)n(-c4cccc(C)c4)c3C)C(=O)N=C2S1 returned MCL1 BIM primary -5, GSTO1 counter -3, Bcl-xL primary -2, MEX-5 binding -2.2, PAD4 inh -7, Fam108B inh 3, TPT1 inh 1, PME-1 primary 0 and GLD-1 TGE inh -3.
Screening COc1ccc(S(=O)(=O)n2nc(C)c(S(=O)(=O)N3CCOCC3)c2C)cc1OC returned MCL1 BIM primary 4, GSTO1 counter 2, Bcl-xL primary 7, MEX-5 binding -1.8, PAD4 inh -4, Fam108B inh 0, TPT1 inh 2, PME-1 primary -3 and GLD-1 TGE inh 3.
`CC(C)CCNC(=O)NC(=O)CSc1nnc(-c2ccccc2Br)o1` gave MCL1 BIM primary -6, GSTO1 counter 1, Bcl-xL primary 0, MEX-5 binding 0.3, PAD4 inh -1, Fam108B inh 1, TPT1 inh 0, PME-1 primary 11 and GLD-1 TGE inh 4.
`O=C(Nc1ccc(Nc2ccccc2)cc1)c1ccco1` gave MCL1 BIM primary 1, GSTO1 counter 6, Bcl-xL primary 1, MEX-5 binding 0.0, PAD4 inh -12, Fam108B inh 0, TPT1 inh 3, PME-1 primary 5 and GLD-1 TGE inh -1.
`COc1ccc(-c2noc(=O)n2Cc2ccccc2Cl)cc1` gave MCL1 BIM primary -3, GSTO1 counter -3, Bcl-xL primary 0, MEX-5 binding 0.6, PAD4 inh -1, Fam108B inh -1, TPT1 inh 0, PME-1 primary 3 and GLD-1 TGE inh 2.
COc1ccc(-c2nnc3ccc(SCC(N)=O)nn23)cc1OC was read as MCL1 BIM primary 6, GSTO1 counter 2, Bcl-xL primary 5, MEX-5 binding -0.8, PAD4 inh -3, Fam108B inh -2, TPT1 inh 2, PME-1 primary -3 and GLD-1 TGE inh -2.
`CCOC(=O)c1cc(C#N)c(SCC(=O)O)[nH]c1=O` gave MCL1 BIM primary 4, GSTO1 counter -2, Bcl-xL primary 7, MEX-5 binding -0.5, PAD4 inh -2, Fam108B inh -2, TPT1 inh 0, PME-1 primary 3 and GLD-1 TGE inh 2.
Screening O=C1CCCc2c1nc(-c1ccccc1)n2O returned MCL1 BIM primary 6, GSTO1 counter 1, Bcl-xL primary 3, MEX-5 binding -0.6, PAD4 inh -1, Fam108B inh -1, TPT1 inh -7, PME-1 primary -3 and GLD-1 TGE inh -1.
`O=c1[nH]nc(N/N=C/c2ccccc2OC(F)F)c(=O)[nH]1` gave MCL1 BIM primary 4, GSTO1 counter 2, Bcl-xL primary 2, PAD4 inh -2, Fam108B inh 0, TPT1 inh 1, PME-1 primary 0 and GLD-1 TGE inh 1.
Cc1ccc(-n2ncc3c(=O)n(CC(=O)N(C)C)cnc32)cc1C was read as MCL1 BIM primary 0, GSTO1 counter 0, Bcl-xL primary 0, MEX-5 binding 0.4, PAD4 inh -1, Fam108B inh 0, TPT1 inh -1, PME-1 primary 5 and GLD-1 TGE inh 0.
Screening CN(C(=O)CCN1C(=O)c2ccccc2C1=O)c1ccccc1 returned MCL1 BIM primary 2, GSTO1 counter -3, Bcl-xL primary 3, MEX-5 binding 1.6, PAD4 inh -1, Fam108B inh 4, TPT1 inh 0, PME-1 primary 5 and GLD-1 TGE inh 5.
O=c1oc2ccccc2n1CCn1c2ccccc2c2nc3ccccc3nc21 was read as MCL1 BIM primary -5, GSTO1 counter 3, Bcl-xL primary 3, MEX-5 binding 2.1, PAD4 inh 4, Fam108B inh -20, TPT1 inh -3, PME-1 primary -8 and GLD-1 TGE inh -3.
For CCOP(=O)(OCC)C(O)c1cc(OC)c(OC)c(OC)c1 (configuration not stated) the results were MCL1 BIM primary 2, GSTO1 counter -5, Bcl-xL primary 6, MEX-5 binding 0.1, PAD4 inh 1, Fam108B inh 0, TPT1 inh 0, PME-1 primary -4 and GLD-1 TGE inh -3.
Screening Cc1ccc(C(=O)N/C(=C\c2cn(S(=O)(=O)N(C)C)c3ccccc23)C(=O)NCCCN2CCOCC2)cc1 returned MCL1 BIM primary 0, GSTO1 counter 5, Bcl-xL primary 8, MEX-5 binding -2.9, PAD4 inh 1, Fam108B inh 4, TPT1 inh -6, PME-1 primary 2 and GLD-1 TGE inh 4.
`O=C(CNC(=O)c1ccc(Cl)cc1)OCn1nnc2ccccc2c1=O` gave MCL1 BIM primary -2, Bcl-xL primary -1, PAD4 inh -3, PME-1 primary 0 and GLD-1 TGE inh 7.
`CC(C)(C)OC(=O)N1CCC(C(=O)O)CC1` gave MCL1 BIM primary -6, GSTO1 counter 0, Bcl-xL primary 0, MEX-5 binding -0.5, PAD4 inh -2, Fam108B inh 5, TPT1 inh -3, PME-1 primary 2 and GLD-1 TGE inh 2.
Screening CC(Sc1nc(N)cc(=O)[nH]1)C(=O)Nc1nc2c(s1)CCCC2 (configuration not stated) returned MCL1 BIM primary -3, GSTO1 counter -4, Bcl-xL primary 3, MEX-5 binding -2.0, PAD4 inh -4, Fam108B inh 0, TPT1 inh -5, PME-1 primary -1 and GLD-1 TGE inh 2.
Screening COC(=O)c1c(C)oc(C)c1S(=O)(=O)N(Cc1ccccc1)C(C)C returned MCL1 BIM primary 5, GSTO1 counter -2, Bcl-xL primary 8, MEX-5 binding 1.1, PAD4 inh 3, Fam108B inh 3, TPT1 inh 0, PME-1 primary -3 and GLD-1 TGE inh 10.
CN(Cc1cccs1)S(=O)(=O)c1ccc(Cl)cc1F was read as MCL1 BIM primary -2, Bcl-xL primary -1, PAD4 inh -4, PME-1 primary -4 and GLD-1 TGE inh 3.
Screening Cc1ccc(CN2CCN(C/C(Cl)=C/c3ccccc3)CC2CCO)o1 (configuration not stated) returned MCL1 BIM primary -2, GSTO1 counter 3, Bcl-xL primary 0, MEX-5 binding 0.7, PAD4 inh -1, Fam108B inh 2, TPT1 inh -1, PME-1 primary -6 and GLD-1 TGE inh 3.
For C=CCn1c(SCC(N)=O)nc2nc3c(cc2c1=O)COC(C)(C)C3 the results were MCL1 BIM primary 2, GSTO1 counter -3, Bcl-xL primary 9, MEX-5 binding -0.4, PAD4 inh -2, Fam108B inh 5, TPT1 inh -1, PME-1 primary 1 and GLD-1 TGE inh 7.
`Cc1ccc2c(c1)N(C(=O)CCC(=O)NCCN1CCOCC1)CC(C)O2` (configuration not stated) gave MCL1 BIM primary -5, GSTO1 counter 8, Bcl-xL primary 4, MEX-5 binding 0.3, PAD4 inh 3, Fam108B inh 0, TPT1 inh -2, PME-1 primary 0 and GLD-1 TGE inh 2.
`Cc1ccc2nsnc2c1NC(=O)COc1ccccc1F` gave MCL1 BIM primary -1, GSTO1 counter 1, Bcl-xL primary 5, MEX-5 binding -1.3, PAD4 inh 0, Fam108B inh 1, TPT1 inh -1, PME-1 primary 3 and GLD-1 TGE inh -2.
Cc1cc(Cl)ccc1OCC(=O)N1CCCCC1 was read as MCL1 BIM primary -5, GSTO1 counter 5, Bcl-xL primary 7, MEX-5 binding 0.6, PAD4 inh 0, Fam108B inh -2, TPT1 inh -21, PME-1 primary 1 and GLD-1 TGE inh -1.
`COCC(C)n1c(C)cc(C(=O)CSc2ncccn2)c1C` (configuration not stated) gave MCL1 BIM primary 2, GSTO1 counter -2, Bcl-xL primary 4, MEX-5 binding -2.3, PAD4 inh -2, Fam108B inh -1, TPT1 inh -2, PME-1 primary 5 and GLD-1 TGE inh 7.
For Cc1nnc(N2CCOCC2)c2ccccc12 the results were MCL1 BIM primary 3, GSTO1 counter 8, Bcl-xL primary 5, MEX-5 binding 0.8, PAD4 inh 0, Fam108B inh 0, TPT1 inh 2, PME-1 primary -4 and GLD-1 TGE inh -32.
For C/C(=N\NC(=S)NC1CCCCC1)c1cccs1 the results were MCL1 BIM primary -3, GSTO1 counter -4, Bcl-xL primary 2, MEX-5 binding -1.4, PAD4 inh -5, Fam108B inh 3, TPT1 inh 1, PME-1 primary -2 and GLD-1 TGE inh 1.
